Assay outcomes (PubChem)
DAX1 inh-1: DAX1 (NR0B1) inhibition, primary screen | HEK293T StAR-luciferase reporter, SF-1/DAX-1 repression relief | inhibition, % at 6.8 µM | hit rate 1.1% among 370,000 | AID 652010;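 active means inhibition above the mean over all tested compounds plus 3 SD, cut at about 3.6% in these data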;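 further: 0% = DAX-1 cells with DMSO and 100% = cells lacking DAX-1 with DMSO; higher inhibition means more luminescence from relief of DAX-1 repression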
hgDAF-12 ag: agonists of H. glycines DAF-12 nuclear receptor; HEK293 GAL4-hgDAF12 UAS-luciferase reporter, agonist luminescence; normalized to butyrate control; hit rate 1.8% among 370,000; activation, % at 6.8 µM;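 active means activation above a cutoff set at the mean of all screened compounds plus 3 SD, cut at about 10% in these data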;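 further: 0% = DMSO wells and 100% = sodium butyrate wells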
PG9 binder: binds the HIV-1 gp120 antibody PG9. AID 624416. inhibition, % at 6.7 µM. hit rate 0.43% among 360,000. TR-FRET gp120-PG9 antibody binding; in the data active means inhibition above about 8.5%
SMARCA2 activ: activators of SMARCA2 function; MG213 cells, MMTV-luciferase reporter, dexamethasone, overnight; activation, % at 9.1 µM; hit rate 1% among 370,000; in the data active means activation above about 7.8%;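 further: 0% = vehicle wells and 100% = reference activator wells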
GAA850 FXN act: increases GAA850 frataxin promoter reporter activity | activation, % at 6 µM | HEK293 lucGAA850 FXN promoter luciferase reporter, 24 h; percent of 10 µM SAHA response | hit rate 0.56% among 360,000 | AID 540364;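 active means activation above the average of all compounds screened plus 3 SD, cutoff fixed separately per campaign, cut at about 7.5% in these data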;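 further: 0% = DMSO wells and 100% = 10 µM SAHA wells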
HGIII-sPLA2 inh: Blocks human group III sPLA2 activity. Q9NZ20. QFRET BODIPY PC-A2 liposome hydrolysis, fluorescence. inhibition, % at 12.2 µM. hit rate 0.56% among 370,000. AID 743126;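 active means inhibition above mean plus 3 SD of compounds lying within the high and low control bounds, cut at about 19% in these data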;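 further: 0% = median of test compound wells and 100% = no enzyme DMSO wells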
NR1D1 modulator: modulators of human Rev-erb alpha DNA binding; P20393; activity, % at 10 µM; Rev-erbα–FITC-DNA binding, fluorescence polarization, 90 min; hit rate 0.79% among 370,000;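 active means activity above about 14%, limit read from the data; passing the limit was not always enough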;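 further: 0% = DMSO wells with 35 nM protein and 100% = DMSO wells with 750 nM protein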
Target sequence (P20393 whole entry, looked up): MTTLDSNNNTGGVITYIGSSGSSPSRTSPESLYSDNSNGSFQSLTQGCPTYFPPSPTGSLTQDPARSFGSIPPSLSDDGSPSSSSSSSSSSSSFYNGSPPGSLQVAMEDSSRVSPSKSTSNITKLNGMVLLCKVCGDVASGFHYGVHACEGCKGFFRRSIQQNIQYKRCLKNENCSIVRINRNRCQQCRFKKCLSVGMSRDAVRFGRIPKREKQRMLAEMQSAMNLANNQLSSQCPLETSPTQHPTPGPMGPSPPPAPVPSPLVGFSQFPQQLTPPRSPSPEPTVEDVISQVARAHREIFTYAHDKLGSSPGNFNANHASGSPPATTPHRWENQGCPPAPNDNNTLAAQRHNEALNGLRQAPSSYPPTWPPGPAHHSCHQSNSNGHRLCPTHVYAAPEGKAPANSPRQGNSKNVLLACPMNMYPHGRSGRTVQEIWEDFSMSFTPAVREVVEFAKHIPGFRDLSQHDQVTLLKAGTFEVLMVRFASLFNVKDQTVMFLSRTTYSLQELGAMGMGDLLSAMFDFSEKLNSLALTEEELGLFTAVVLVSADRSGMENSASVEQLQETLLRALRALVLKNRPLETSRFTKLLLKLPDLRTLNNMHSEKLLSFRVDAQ
DAX1 inh-2: NR0B1 (DAX1) inhibition; AID 504766; inhibition, % at 6.75 µM; P51843; hit rate 0.99% among 340,000; HEK293 Gal4-DAX1 luciferase reporter, luminescence;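 active means inhibition above the mean over all tested compounds plus 3 SD, cut at about 4.2% in these data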;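 further: 0% = DAX1-transfected cells with DMSO and 100% = empty-vector control cells with DMSO; inhibition shows as a rise in luminescence from relieved DAX1 repression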
Target sequence (P51843 207-470 limits assumed): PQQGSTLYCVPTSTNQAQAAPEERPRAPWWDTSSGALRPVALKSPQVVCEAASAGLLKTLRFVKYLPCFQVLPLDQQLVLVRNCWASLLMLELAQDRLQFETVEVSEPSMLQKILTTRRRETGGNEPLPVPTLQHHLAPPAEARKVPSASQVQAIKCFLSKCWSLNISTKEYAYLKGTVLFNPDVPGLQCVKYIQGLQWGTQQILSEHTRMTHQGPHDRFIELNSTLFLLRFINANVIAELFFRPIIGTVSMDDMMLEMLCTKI
PLCb3 inh: inhibitors of human phospholipase C beta3; Purified PLC-beta3, fluorogenic substrate, fluorescence; inhibition, % at 12.2 µM; hit rate 0.18% among 370,000; in the data active means inhibition above about 11%;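 further: 0% = median of compound wells on plate and 100% = full blocker control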
ssDAF12 agonist: activators of S. stercoralis DAF-12 nuclear receptor | HEK293 ssDAF-12/GRIP1 lit1-tk-luc reporter, luminescence; % of 3 µM dafachronic acid response | activation, % at 6.8 µM | hit rate 1% among 370,000;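 active means activation above the mean over all tested compounds plus 3 SD, cut at about 0.9% in these data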;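 further: 0% = DMSO-only wells and 100% = 3 µM delta7-dafachronic acid wells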
hcDAF-12 act: activators of H. contortus DAF-12 nuclear receptor. HEK293 hcDAF-12 lit1-tk-luc reporter, luminescence; 0% DMSO, 100% Δ7-dafachronic acid. activation, % at 6.8 µM. hit rate 1.4% among 370,000. AID 652067;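 active means activation above the mean of all tested compounds plus 3 SD, cut at about 5.5% in these data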;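 further: 100% = response to 3 µM Δ7-dafachronic acid high control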
* hit, by the source's call; / = not tested or not shown.

SMILES | DAX1 inh-1 | hgDAF-12 ag | PG9 binder | SMARCA2 activ | GAA850 FXN act | HGIII-sPLA2 inh | NR1D1 modulator | DAX1 inh-2 | PLCb3 inh | ssDAF12 agonist | hcDAF-12 act
C/C(=N\N=C(/N)SC1CC(=O)N(c2ccc(Br)cc2)C1=O)c1cccs1 (configuration not stated) | -0.7 | 0.1 | -1.6 | -1 | 1.0 | -53 | / | -1.0 | 4 | -0.2 | -0.8
O=C(NNc1ccc([N+](=O)[O-])cc1)c1ccccc1Cl | 0.3 | 1.9 | -1.5 | -4 | 1.4 | 3 | 0 | 0.5 | -1 | -1.0 | -1.2
Cc1cc(-c2cccs2)c2c(N)c(C(=O)c3ccc4c(c3)OCO4)sc2n1 | 0.4 | 0.7 | -0.1 | -2 | 1.1 | 18 | -4 | 3.1 | -81 | -1.2 | -0.1
O=C(CSc1nnc(CCCN2C(=O)c3cccc4cccc(c34)C2=O)n1-c1ccccc1)N1CCN(CCO)CC1 | -0.8 | 0.5 | -0.1 | 4 | -2.0 | -5 | 5 | -0.6 | -12 | -1.1 | 0.1
COC(=O)c1sc(NC(=S)NC(=O)c2ccc(C)cc2)nc1C | 0.9 | 2.4 | 1.7 | -2 | 3.9 | 3 | 5 | 2.6 | 3 | -1.1 | 2.4
CCO[C@H]1OC(C(=O)O)=C[C@@H](C2CCCCC2)[C@@H]1CCCO | 0.0 | 1.6 | 0.0 | 1 | 1.4 | 5 | 0 | 1.6 | 1 | -0.8 | -0.6
Cc1cccc(C)c1N1CCN(C(=O)c2ccc3c(c2)OCO3)CC1 | 1.9 | 2.9 | -0.8 | -2 | 2.5 | 3 | -1 | 0.0 | -8 | -0.9 | -1.9
C[C@@H](O)[C@@H]1NC(=O)c2cc([N+](=O)[O-])cc(I)c2NCC[C@@H](C(N)=O)NC(=O)CNC1=O | -0.5 | 0.2 | -0.3 | -1 | / | -4 | 1 | / | 0 | -0.5 | 0.4
COc1ccc(NC(=S)N2CCC(c3ccc(C)cc3)C2)cc1 (configuration not stated) | 0.4 | -0.2 | -1.4 | 0 | -0.8 | 13 | -1 | 1.2 | 3 | -0.8 | -1.5
COc1ccc(CCNC(=O)C(=O)NCC2CCCN2S(=O)(=O)c2ccccc2)cc1 (configuration not stated) | -3.8 | -7.3 | 0.8 | -1 | -0.7 | 2 | 7 | -1.3 | -6 | -1.6 | -1.4

The final 2 entries of the part above open the next one.
SMILES | DAX1 inh-1 | hgDAF-12 ag | PG9 binder | SMARCA2 activ | GAA850 FXN act | HGIII-sPLA2 inh | NR1D1 modulator | DAX1 inh-2 | PLCb3 inh | ssDAF12 agonist | hcDAF-12 act
COc1ccc(NC(=S)N2CCC(c3ccc(C)cc3)C2)cc1 (configuration not stated) | 0.4 | -0.2 | -1.4 | 0 | -0.8 | 13 | -1 | 1.2 | 3 | -0.8 | -1.5
COc1ccc(CCNC(=O)C(=O)NCC2CCCN2S(=O)(=O)c2ccccc2)cc1 (configuration not stated) | -3.8 | -7.3 | 0.8 | -1 | -0.7 | 2 | 7 | -1.3 | -6 | -1.6 | -1.4
COc1ccc(OC)c(NC(=O)CC2SC(=Nc3ccccc3)N(CCc3ccccn3)C2=O)c1 (configuration not stated) | -0.3 | -1.2 | -0.5 | -2 | -2.7 | -21 | -5 | -1.0 | 0 | -2.1 | -0.8
CCOC(=O)C1=C(C)Nc2ncnn2C1/C=C/c1ccccc1 (configuration not stated) | -0.6 | -2.5 | -1.6 | 4 | -2.2 | 2 | 4 | -0.2 | 1 | -1.2 | -1.5
CC(C)n1nnnc1-c1cccc(Cl)c1 | -0.7 | 0.1 | 0.9 | -1 | 0.0 | -4 | -8 | 1.4 | 0 | -1.3 | -1.7
O=c1ccc2cc(S(=O)(=O)NCCCc3ccccc3)ccc2[nH]1 | 0.2 | -3.1 | 1.3 | -1 | 1.4 | 6 | 6 | -0.3 | -6 | -1.2 | -2.2
N#C/C(=C(/O)C(Cl)(Cl)Cl)c1nc2ccccc2[nH]1 | -0.1 | -3.1 | 1.8 | -7 | -1.8 | -5 | -2 | -1.4 | -23 | -1.8 | -0.7
O=C(Nc1ccccc1)Nc1ccc(Cl)nc1Cl | -0.1 | 4.7 | 0.3 | -3 | 2.3 | -14 | 8 | -1.9 | -3 | -0.8 | 1.2
CN(C(=O)CSc1nc2ccccc2[nH]1)C1CCS(=O)(=O)C1 (configuration not stated) | 1.5 | -1.1 | -0.1 | -3 | -0.8 | 10 | 3 | 1.0 | -14 | -0.3 | 0.1
C[C@@H]1C=C[C@](Cc2ccccc2)(C(=O)NCC2CC2)N1C(=O)c1ccccc1 | 1.4 | 4.9 | 0.9 | 3 | 1.7 | 1 | 0 | 1.3 | -2 | -0.7 | 0.8
CC1CC(Nc2ccccc2)=NC1(C)C (configuration not stated) | 0.6 | 2.0 | 0.8 | -2 | 1.9 | -3 | 2 | 1.2 | 5 | 0.0 | -0.7
O=C(NNC(=O)c1cc(-c2ccc(Br)cc2)nc2ccccc12)c1csc(N2CCOCC2)n1 | -0.5 | 0.5 | -1.1 | -2 | 0.4 | -11 | 4 | -1.3 | -18 | -1.3 | 0.1
CC(=O)Nc1cc(OC(C)=O)c2nonc2c1OC(C)=O | -5.0 | -10 | -10 | -10 | 0.8 | 7 | 1 | -3.9 | -89 | -2.1 | -4.8
N#C/C(=C\Nc1ccc2c(c1)OCCO2)C(=O)NCc1ccco1 | -0.2 | -0.4 | 0.1 | -2 | 1.9 | -1 | 2 | 1.1 | -12 | -1.0 | -0.5
COc1cccc(NC(=O)CN(C)C(=O)COc2ccc3ccccc3c2)c1 | -0.1 | -1.9 | -3.9 | 5 | 3.4 | -16 | -2 | 0.7 | 2 | -1.1 | 1.2
CCN1CCN(c2nc3ccccn3c(=O)c2/C=C(\C#N)S(=O)(=O)c2ccccc2)CC1 | 0.5 | 3.3 | 0.0 | -6 | -0.2 | 4 | -6 | 0.0 | -112 | -1.2 | 1.2
O=C(c1ccccc1N(Cc1ccccc1)S(=O)(=O)c1ccccc1)N1CCOCC1 | 0.0 | -0.2 | -0.2 | 0 | 1.3 | 2 | 1 | 0.9 | 2 | -1.2 | -1.9
CCOC(=O)C1CCN(c2c(NCc3ccc(C(=O)NCCOC)cc3)c(=O)c2=O)CC1 | 0.4 | -0.8 | -2.0 | -2 | 0.1 | 8 | -6 | -0.5 | -3 | -1.6 | -0.7
CCOC(=O)c1ccc(NC(=O)CC2SC(=NC)N(C)C2=O)cc1 (configuration not stated) | -0.5 | -2.1 | 0.0 | 0 | 0.5 | -4 | -1 | 1.2 | 0 | -0.9 | -2.1
O=C(CSc1nnc(-c2ccc(Cl)cc2)n1Cc1ccco1)NCc1ccc2c(c1)OCO2 | -0.8 | -1.4 | 1.6 | -4 | -0.7 | -7 | 3 | -0.2 | 7 | -1.6 | -3.4
NC(=S)Nn1c(-c2ccccc2)nc2ccccc2c1=O | 0.7 | 0.5 | 1.1 | -3 | 0.5 | 19* | 0 | 0.6 | -3 | -2.0 | -2.8
O=C(CSc1nnc(-c2ccc(F)cc2)n1CC1CCCO1)NCc1ccco1 (configuration not stated) | -2.4 | -2.0 | -2.4 | 4 | 1.2 | 4 | 0 | 1.0 | 0 | -1.2 | 0.3
CC1CCCN(C(=O)CN2CCN(C(=O)c3ccco3)CC2)C1 (configuration not stated) | -0.1 | 2.2 | -0.1 | -3 | 2.8 | 0 | 0 | -1.5 | -7 | -0.4 | -2.1
COc1ccccc1N1CCN(C(=O)C(=O)N/N=C/c2cccc(O)c2)CC1 | -0.8 | -0.6 | -2.5 | 1 | 4.3 | -11 | 1 | 0.5 | 1 | -1.3 | 3.1
CCC(=O)N1c2ccccc2NC2=C(C(=O)CC(c3ccco3)C2)C1c1ccco1 (configuration not stated) | 0.2 | -1.6 | 0.0 | 0 | -1.1 | -7 | -2 | 0.2 | -94 | -1.0 | 0.1
Cc1sc2nc(CSc3ccccc3)nc(NCCN(C)C)c2c1C | -0.3 | -0.5 | -1.9 | 0 | 2.1 | -18 | 2 | -0.1 | 2 | -1.2 | -2.0
Cc1cccnc1NC(=O)c1ccc(S(=O)(=O)NCc2ccco2)cc1 | 1.2 | -0.1 | -2.4 | 0 | -2.2 | 7 | -1 | 1.1 | -1 | 0.4 | -0.6
O=C(Cn1c(NCCO)nc2ccccc21)NCC1CCCO1 (configuration not stated) | 0.3 | -1.8 | -1.2 | -4 | 1.4 | 9 | 8 | -0.8 | 1 | -1.3 | -0.7
CCn1ncc(CN2CCC(Oc3cc(C(=O)NC4CC4)ccc3OC)CC2)c1C | -0.4 | 0.0 | -1.9 | -1 | 0.5 | 1 | 0 | 0.3 | -3 | -0.7 | -0.4
CN(C)CCCNc1ncnc2c1c(-c1ccccc1)cn2-c1ccccc1 | -0.8 | 1.3 | 2.4 | -1 | -2.7 | -18 | -5 | -0.4 | 3 | -1.5 | -0.7
CCOc1ccccc1Nc1cc(C)c2cccc(C)c2n1 | -0.5 | 1.3 | 0.6 | -3 | 1.3 | 10 | -1 | -0.9 | -59 | -1.1 | -1.4
O=C(COC(=O)c1cccc(Cl)c1Cl)NC1CCCC1 | -0.1 | -0.1 | -2.0 | 2 | 3.1 | 3 | -1 | 0.3 | -3 | -1.2 | -0.7
COc1ccc(N(Cc2cc3ccccc3[nH]c2=O)S(=O)(=O)c2ccc(OC)cc2)cc1 | -0.1 | -0.5 | -1.0 | 1 | -2.3 | -8 | 1 | -0.1 | -14 | -0.5 | -1.0
COc1ccc(NC(=O)Nc2cccnc2)c(OC)c1 | 0.2 | 0.1 | -0.1 | 1 | -0.7 | 5 | -7 | -2.0 | -4 | -1.0 | -1.5
Cc1cc([N+](=O)[O-])nn1CC(=O)Nc1ccc(Cc2ccncc2)cc1 | -0.7 | -1.5 | -2.3 | 0 | 1.3 | -8 | 5 | -1.0 | 1 | -1.6 | -2.4
CCNC(=S)N1CCN(CCN2C(=O)c3cccc4cccc(c34)C2=O)CC1 | -1.0 | -2.5 | 1.1 | -2 | 2.7 | 2 | -5 | -0.4 | -2 | -1.9 | -0.9
C=CCc1cc(Cl)ccc1OCCNCCCOC | -0.6 | -0.7 | -2.1 | 11* | -0.9 | -20 | -3 | 7.1* | 3 | -1.6 | -1.8
COC(=O)c1cc(OC)c(OC)cc1NC(=O)Nc1ccc(OC)cc1 | 0.0 | 1.8 | -0.5 | -1 | 1.3 | -2 | 2 | 0.1 | 1 | -1.5 | 0.2
Cc1ccnc(N2CCCC(C(=O)NC3CC3)C2)n1 (configuration not stated) | 0.3 | -1.0 | 0.0 | -1 | -1.3 | 0 | 3 | 1.5 | -17 | -0.9 | -0.5
CCN1CCN(c2nc(NCCO)c3ccccc3n2)CC1 | 0.1 | 2.6 | 1.8 | -3 | 1.6 | 7 | 10 | -0.6 | -32 | -1.0 | -1.1
COc1ccc(-n2ccnc2SCC(=O)NC2CCCC2)c(OC)c1 | -1.1 | -3.2 | 2.8 | 0 | 0.2 | 4 | -3 | -0.3 | 1 | -1.5 | -0.8
COc1ccc(O)c(C(=O)CC(=O)c2ccc(F)cc2)c1 | 1.4 | 15* | 0.0 | 1 | -0.6 | 3 | 0 | -4.0 | -249 | 1.0* | 8.1*

Outcome played no part in choosing rows; overall some 7% were active at least once.
